TRPM1 prom inh: inhibitors of MITF-driven TRPM1 promoter in melanoma cells; 0.83% of 330,000 active; inhibition, % at 12.5 µM; SK-MEL-5 TRPM1 promoter luciferase, 24 h;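 active = mean inhibition across replicates of 60% or more, whatever share of single replicates reaches that level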; also: values of inactives mirror those of a sister screen read the other way
TRAIL sens C8: caspase-8 TRAIL sensitization; NB7+C8 cells + TRAIL, ATPlite viability luminescence; inhibition (viability loss, TRAIL sensitization), % at 10 µM; 1% of 360,000 active; AID 624354;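 active = compounds causing at least 50% loss of cell viability in the single-dose screen, relative to plate controls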
HIF-2a inh: blocks HIF-2a reporter activity | 786-0 RCC cells HIF-2a reporter, luciferase luminescence, overnight | inhibition, % at 18.8 µM | 0.72% of 360,000 active | AID 624352;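 active = inhibition of the luminescence signal of 40% or more relative to plate controls, in a single-dose primary screen at 18.75 µM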
hiPSC survival: increases survival of single human iPS cells | hiPSC single-cell survival, ATPlite luminescence; 100% = ROCK inhibitor wells, 0% = DMSO | survival enhancement, % at 20 µM | 0.044% of 360,000 active | AID 602274; in the data active = survival enhancement above about 18%;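 also: cells exposed to compounds for 16 hours before the ATP read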
CF NFkB inh: blocks PAF-induced NF-kB reporter in cystic fibrosis cells; KKLEB NF-kB-GFP reporter, GFP fluorescence overnight; inhibition, % at 5 µM; 0.86% of 360,000 active;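 active = at least 50% inhibition at 5 µM, scaled per plate between neutral and stimulator controls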;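 also: PAF is a Pseudomonas aeruginosa culture filtrate used as stimulus; plate controls were PAF-stimulated DMSO wells for no effect and unstimulated DMSO wells for full effect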
Peg3 promoter: inhibitors of Peg3 promoter; 1.7% of 360,000 active; HeLa PEG-Prom luciferase reporter, luminescence, overnight; inhibition, % at 20 µM;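 active = inhibition of at least 50% at 20 µM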
EBV LMP1 NFkB: inhibitors of Epstein-Barr LMP1-induced NF-kappaB reporter | LMP1-induced NF-kappaB luciferase reporter cells, luminescence | inhibition, % at 12.5 µM | 0.69% of 350,000 active; in the data active = inhibition above about 41%;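 also: 0% = neutral control wells and 100% = reference inhibitor control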
Shn3 3UTR inh: reduces Shn3 3'UTR luciferase signal in osteoblasts; inhibition, % at 12.5 µM; Clone20 osteoblast Shn3 3'UTR firefly luciferase, 24 h; 0.52% of 360,000 active; AID 588674;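 active = mean inhibition of at least 75% with every replicate also reaching 75%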;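 also: 0% = median of neutral control wells and 100% = pilot-screen positive control compound; some compounds past the cut are filed as inactive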
KKLEB tox: CF airway cell cytotoxicity counter-screen. KKLEB CF airway cells viability, ATPlite luminescence, overnight; active compounds read low; cells stimulated with P. aeruginosa culture filtrate. activity change (cytotoxicity), % at 5 µM. 0.36% of 360,000 active;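 active = corrected activity change at or below -50% at 5 µM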
NR2E3 ag-1: agonists of human NR2E3 nuclear receptor; inhibition of corepressor binding, % at 3.98 µM; AID 602229; CHO-S Gal4-NCOR/VP16-NR2E3 two-hybrid, luciferase; 0.35% of 360,000 active;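 active = inhibition above the mean of all tested compounds plus 3 SD, cut at about 70% in these data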;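 also: 0% = DMSO with NR2E3 transfected cells and 100% = cells lacking NR2E3 construct; higher means lower luciferase signal from less NR2E3 corepressor binding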
Target sequence (Q9Y5X4 whole entry, looked up, the tested form may be a part): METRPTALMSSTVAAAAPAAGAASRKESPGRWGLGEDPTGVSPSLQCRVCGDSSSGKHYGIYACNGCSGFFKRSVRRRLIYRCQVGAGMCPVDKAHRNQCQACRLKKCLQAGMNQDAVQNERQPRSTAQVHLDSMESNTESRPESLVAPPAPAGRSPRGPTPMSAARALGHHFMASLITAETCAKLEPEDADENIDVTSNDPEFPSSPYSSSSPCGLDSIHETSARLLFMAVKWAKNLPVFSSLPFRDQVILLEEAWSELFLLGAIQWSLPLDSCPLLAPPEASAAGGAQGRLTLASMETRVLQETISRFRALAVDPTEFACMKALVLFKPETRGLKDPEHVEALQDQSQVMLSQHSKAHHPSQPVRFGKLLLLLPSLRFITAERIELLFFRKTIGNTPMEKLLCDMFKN
NR2E3 ag-2: NR2E3 (human) agonism; AID 2300; 0.12% of 320,000 active; inhibition of corepressor binding, % at 4.78 µM; GST-NR2E3/biotin-RetCOR TR-FRET, 1536-well;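 active = percent inhibition above the cutoff of mean plus 3 SD of all tested compounds, set per screening campaign, cut at about 20% in these data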;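 also: 0% = DMSO wells and 100% = biotin wells as full block of FRET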
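Format: 1536-well format; test system: GST-NR2E3 and biotin-RetCOR proteins; read-out basis: percent inhibition of TR-FRET ratio; timing: 5 h incubation at 4 °C; detection: time-resolved FRET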
The depositor's hits bear a star; . = no result given. The list is partial (hit frequency here may not be typical).

structure,TRPM1 prom inh,TRAIL sens C8,HIF-2a inh,hiPSC survival,CF NFkB inh,Peg3 promoter,EBV LMP1 NFkB,Shn3 3UTR inh,KKLEB tox,NR2E3 ag-1,NR2E3 ag-2
CCCOC(=O)/C(C)=N\NC(=O)c1ccco1,9.4,-14.2,7.3,3.0,7.7,6.2,4.1,-6.1,-1.1,-86.8,-0.5
COc1ccc(N2C(=O)c3ccccc3NC2c2ccc(OC)c(Cn3cc([N+](=O)[O-])cn3)c2)cc1 (centres undefined),-59.0,2.5,-165.2,1.0,2.3,-121.5,-10.4,-44.6,-6.5,-126.6,0.2
COc1ccc([C@H]2N[C@]3(CCCN(Cc4ccc(F)cc4)C3=O)[C@H]3C(=O)N(C)C(=O)[C@@H]23)cc1,.,8.6,2.5,-0.3,-8.0,7.2,-5.8,4.1,-3.7,-9.3,.
CCCCN(C)C(=O)CCCc1c[nH]c2ccccc12,-26.4,-6.2,-121.5,-0.4,10.4,-107.8,-12.8,-42.5,-6.4,-31.5,0.4
CCN(CC)C(=O)CSc1nc2cc3c(cc2c(=O)n1CCCC(=O)NCCc1ccc(OC)c(OC)c1)OCO3,-3.8,-6.5,17.9,-0.3,-11.1,-2.7,3.0,-5.3,-8.3,6.3,-1.6
Cc1ccc2cc3c(NC(=O)c4ccco4)nn(CC(C)C)c3nc2c1,7.9,-7.2,-9.7,-3.0,2.4,7.2,-6.3,8.9,-9.9,-11.5,3.8
CCOC(=O)N1CCN(C(=O)c2cn(CC)c3ccc(S(=O)(=O)N4CCCCC4)cc3c2=O)CC1,-1.4,-2.8,17.9,-0.1,-14.0,5.3,-9.1,-17.2,0.5,-5.2,6.4
CSc1cccc(N=C2C(=O)Nc3ccccc32)c1,5.9,-13.3,11.2,-0.1,9.1,17.0,-24.6,9.6,3.0,2.0,3.0

Exported with values under each structure: entries from further up.
Every second line gives: TRPM1 prom inh | TRAIL sens C8 | HIF-2a inh | hiPSC survival | CF NFkB inh | Peg3 promoter | EBV LMP1 NFkB | Shn3 3UTR inh | KKLEB tox | NR2E3 ag-1 | NR2E3 ag-2
CCOC(=O)N1CCN(C(=O)c2cn(CC)c3ccc(S(=O)(=O)N4CCCCC4)cc3c2=O)CC1
    -1.4 | -2.8 | 17.9 | -0.1 | -14.0 | 5.3 | -9.1 | -17.2 | 0.5 | -5.2 | 6.4
COc1ccc(N2C(=O)c3ccccc3NC2c2ccc(OC)c(Cn3cc([N+](=O)[O-])cn3)c2)cc1 (centres undefined)
    -59.0 | 2.5 | -165.2 | 1.0 | 2.3 | -121.5 | -10.4 | -44.6 | -6.5 | -126.6 | 0.2

The list goes on.
structure,TRPM1 prom inh,TRAIL sens C8,HIF-2a inh,hiPSC survival,CF NFkB inh,Peg3 promoter,EBV LMP1 NFkB,Shn3 3UTR inh,KKLEB tox,NR2E3 ag-1,NR2E3 ag-2
C[C@@H]1CN([C@@H](C)CO)C(=O)CCCn2nncc2CO[C@H]1CN(C)C(=O)Nc1ccc(N2CCCCC2)cc1,.,-7.1,7.3,1.0,4.2,-15.6,5.0,0.4,-0.9,-10.1,.
CCc1ccc(C(=O)COC(=O)c2cccs2)cc1,-76.0,-0.8,-163.2,-3.5,9.4,-182.4,-24.5,-22.0,3.2,-52.3,-0.1
CC(C)n1c(O)c(N=NC(=O)C2COc3ccccc3O2)c2ccccc21 (centres undefined),25.4,-2.5,16.1,-0.6,10.2,32.3,4.0,10.5,-3.8,11.9,-1.9
Cc1ccc(Cl)c(OCC(=O)Nc2ccc3c(c2)OCCO3)c1,-128.0,21.0,-255.4,0.1,-9.1,-243.7,-9.7,-78.3,-1.7,-13.3,5.1
O=C(CN1C(=O)NC2(CCCC2)C1=O)NCc1cccc(Cl)c1,13.0,2.2,4.4,-0.5,-16.7,-6.3,-2.3,8.0,22.1,-32.5,.
COc1ccc(C)cc1NC(=O)ON=C1CCCCC1,.,-10.7,-85.6,-0.3,16.2,-73.3,.,-14.8,-19.0,-12.9,.
COc1cccc(-c2cnc3c(NC(C)=O)cc(-c4cccc(C(=O)N(C)C)c4)cn23)c1,.,-12.3,-6.1,0.5,13.5,18.7,.,-8.1,-7.8,13.3,.
Cc1c(N=Cc2cc3c(cc2[N+](=O)[O-])OCO3)cccc1[N+](=O)[O-],8.0,0.0,7.0,-0.6,10.3,8.3,12.8,-14.0,1.8,-38.7,-0.3

(list continues)
structure,TRPM1 prom inh,TRAIL sens C8,HIF-2a inh,hiPSC survival,CF NFkB inh,Peg3 promoter,EBV LMP1 NFkB,Shn3 3UTR inh,KKLEB tox,NR2E3 ag-1,NR2E3 ag-2
CC(C)CC(NC(=O)C(NC(=O)C1CCC(=O)N1C(=O)OCc1ccccc1)C(C)C)C(=O)N1CCCC1C(N)=O (centres undefined),-6.6,-14.3,1.4,-0.2,-6.3,-8.9,-1.4,-1.3,0.6,17.9,-1.4
COc1ccccc1CNC(=O)COC(=O)c1cc2ccccc2o1,-8.9,-0.2,-2.3,-3.3,7.6,8.1,-0.6,-0.8,9.8,-36.7,.
COC(=O)C1=NN(c2ccccc2OC)C2C(=O)N(c3ccccc3OC)C(=O)C12 (centres undefined),18.2,5.2,13.8,2.1,-11.8,22.1,4.9,1.9,6.1,9.4,1.1
Cc1ccc(-n2c(C)nnc2SC(C)C(=O)N2CCCC2)cc1 (centres undefined),0.8,20.4,4.2,-0.5,12.6,-3.8,-1.4,-2.8,5.1,-20.5,1.2
Cc1c(C)[n+](=O)c2c(n1[O-])CCCCC2,-5.0,-1.7,15.2,0.7,-11.0,5.0,1.0,1.9,12.3,-0.1,0.5
COc1ccccc1-n1cnc2cc(NC(C)=O)ccc21,0.2,1.2,1.2,-0.9,-4.6,0.3,-4.8,-0.3,8.6,9.3,0.2
COc1cc(NC(=O)CCc2nnc3ccc(N4CCN(C)CC4)nn23)cc(OC)c1,-14.1,-17.2,9.5,-0.6,1.1,9.0,-4.5,-5.1,-1.9,-20.1,2.3
COc1cccc2c1OC1(CCN(C(C)C)CC1)N1N=C(c3cccnc3)CC21 (centres undefined),-9.6,1.5,2.5,-0.1,0.1,-37.0,-9.4,-26.6,-3.1,-26.9,0.4

Other compounds follow.
structure,TRPM1 prom inh,TRAIL sens C8,HIF-2a inh,hiPSC survival,CF NFkB inh,Peg3 promoter,EBV LMP1 NFkB,Shn3 3UTR inh,KKLEB tox,NR2E3 ag-1,NR2E3 ag-2
O=C(Nc1cc(Cl)ccc1Oc1ccccc1)c1ccccc1F,5.5,7.3,17.0,1.1,5.8,6.0,-7.1,15.1,3.6,-2.1,0.0
COc1cc(S(=O)(=O)n2cnc(C)c2)ccc1Cl,-5.7,8.5,15.0,1.9,11.5,2.4,1.7,3.6,1.8,-22.0,4.7
COc1ccc(C(=O)C[n+]2cccc(C(N)=O)c2)cc1,0.0,2.1,18.9,0.0,-16.7,20.1,0.3,-15.7,0.3,-42.9,-1.8
Clc1ccc(Nc2nc3ccccc3n3nnnc23)cc1,1.2,3.0,-38.5,-2.0,7.2,-12.8,-24.6,-6.6,-33.2,-27.1,-1.6
COC(=O)C1=CCCCC(O)=C1C(=O)OC,.,-13.8,10.3,-0.8,1.3,-4.6,-1.0,-1.8,-1.9,-5.9,.
CCCc1nc2c3ccccc3ccn2c1Cc1ccccc1C(F)(F)F,.,-16.6,-16.9,8.1,18.9,-16.0,.,22.8,0.2,-11.8,.
Cc1ccccc1NC(=O)C1c2ccccc2Oc2ccccc21,-1.0,0.6,7.2,-0.4,9.4,-5.5,13.3,2.9,-1.2,0.0,3.3
Cc1cc(NC(=O)CCC(=O)N(CCc2ccccc2)C(C(=O)NC2CCCC2)c2ccco2)no1 (centres undefined),-6.6,5.4,19.0,-1.9,2.9,12.0,-2.6,-7.6,1.8,-3.1,2.2

(further entries)
structure,TRPM1 prom inh,TRAIL sens C8,HIF-2a inh,hiPSC survival,CF NFkB inh,Peg3 promoter,EBV LMP1 NFkB,Shn3 3UTR inh,KKLEB tox,NR2E3 ag-1,NR2E3 ag-2
Cc1ccc(OCC(=O)N2CCN(S(=O)(=O)c3ccccc3[N+](=O)[O-])CC2)cc1,-0.6,-1.0,-11.5,-0.8,-7.2,11.0,1.2,6.3,5.6,-2.0,-0.5
Oc1[nH]c2ccccc2c1/C=N/N1CCCCC1,-1.0,13.3,6.5,2.3,-5.2,11.4,-7.1,0.5,3.4,-18.6,-4.1
CCCC(=O)Nc1nnc(SCC(=O)Nc2ccc3c(c2)OCCO3)s1,-2.4,16.5,8.6,-0.3,13.0,-3.5,-1.6,8.2,-4.3,-5.2,2.5
CC(=O)N/C(=C\c1ccc(F)cc1)C(=O)OCc1ccccc1,0.8,2.7,0.0,-0.1,2.8,-0.1,5.4,5.7,0.7,-9.4,1.7
Cc1ccc(S(=O)(=O)NCc2ccc(C(=O)NC3CCC(O)CC3)cc2)cc1C (centres undefined),-13.0,-11.7,-1.9,-3.6,26.4,-0.8,2.3,9.2,1.4,9.4,4.3
COc1ccc(NC2C=CS(=O)(=O)C2)cc1 (centres undefined),3.2,-14.7,17.9,1.8,-5.4,10.3,17.5,-8.1,10.0,-29.2,2.4
O=Cc1cccc(OCc2cn(CC(=O)c3ccc(O)cc3)nn2)c1,.,-8.6,-2.1,3.0,9.6,-5.3,-3.3,6.9,-3.7,-0.1,.
O=C1C2C3CC4C5C3C1C5C1(SCCS1)C42 (centres undefined),.,-15.2,3.3,-0.3,-5.1,-6.5,.,1.9,-10.1,-3.9,.

Continuation.
structure,TRPM1 prom inh,TRAIL sens C8,HIF-2a inh,hiPSC survival,CF NFkB inh,Peg3 promoter,EBV LMP1 NFkB,Shn3 3UTR inh,KKLEB tox,NR2E3 ag-1,NR2E3 ag-2
CNC(=O)c1[nH]cnc1C(=O)Nc1ccc(F)cc1,6.9,-14.2,-30.1,0.7,-15.2,-36.3,-0.1,-10.8,0.7,20.8,-3.3
CCOC(=O)NC(=O)/C(C#N)=C\Nc1ccc(Cl)cc1Cl,-47.2,27.1,-218.3,-2.7,-13.4,-174.0,-25.3,-77.2,-2.8,-51.6,-3.1
CN(C)S(=O)(=O)N(CC(=O)NCCSCc1ccccc1)c1ccccc1,-1.3,-1.1,14.1,-0.5,-3.5,-9.9,-7.9,-2.2,-4.4,-2.0,8.0
NS(=O)(=O)c1ccc(CCNC(=O)CCCCCn2c(=S)[nH]c3ccc(Br)cc3c2=O)cc1,16.0,-16.1,18.2,0.3,6.7,61.6*,6.8,-32.0,-32.5,9.5,5.9
C/C=C/CSc1nc2c(c(=O)[nH]c(=O)n2C)n1CCC,5.6,-4.5,12.1,-1.2,2.0,11.0,-1.4,11.5,8.4,-17.6,-0.2
CCc1ccc(NC(=O)CSC2=C(C#N)C(c3ccc4c(c3)OCO4)CC(=O)N2)cc1 (centres undefined),7.3,-10.9,10.0,-1.0,-3.9,10.0,-3.7,18.4,-0.1,4.3,2.3
COC(=O)c1ccc2c(=O)n(Cc3ccc(C(=O)NC(C)C)cc3)c(=S)[nH]c2c1,-12.3,12.7,-58.7,-0.2,14.4,-5.0,-3.5,4.6,-5.5,-6.6,-1.7

Screening results deposited in PubChem by several laboratories.
